Screening results from PubChem BioAssay.
WT yeast gro inh: growth inhibition of WT strain, primary screen, mitochondrial fusion inhibitor project, WT and mutant strains, chemical genetic | mitochondrial fusion phenotypic screen | inhibition, % at 10 µM | 2.1% of 190,000 active | AID 1362, 2008; in the data active means inhibition above about 58%; tested in S. cerevisiae
West Nile virus CPE: West Nile virus antiviral activity, cell-based, CPE readout (AID 1621) | West Nile virus-infected cells, CPE inhibition; higher % means a stronger effect | CPE inhibition, % at 10 µM; hits with a dose series show IC50 in µM | 0.02% of 290,000 active; in the data active means a potency from the dose series; inconclusive means CPE inhibition mostly from about 3.7% at the one dose, without a potency; inactive means the rest, 99 in 100 with CPE inhibition below about 2.2%; further: strong numbers were not always called active
RSV antiviral HEp-2: RSV antiviral activity via CPE protection, HEp-2 cells, primary 10 µM value included (AID 2391); 0.13% of 310,000 active; one-dose CPE inhibition, % at 10 µM; IC50 in µM for titrated hits; HEp-2 cells, RSV-induced CPE inhibition; higher % means a stronger effect; in the data active means a potency from the dose series; inconclusive means CPE inhibition mostly from about 23% at the one dose, without a potency; inactive means the rest, 99 in 100 with CPE inhibition below about 21%; further: strong numbers were not always called active
T cell modulator: modulators of CD8 T cell-vesicle binding, primary screen, mouse 2C CD8+ T cells, flow cytometry; 2C CD8+ T cell-vesicle binding; active compounds read low; calls only at 7 µM; 0.068% of 330,000 active;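 active means response, share of CD8 T cells binding vesicles, and their 90th percentile fluorescence all below set limits, cut at about 80% in these data, passing the limit was not always enough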
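Incubation: binding step 1.5 h, 37 °C, antibody labelling 20 min, ice; system: murine 2C transgenic CD8+ T lymphocytes; technique: cytometric PE anti-B7-1 and Alexa647 anti-CD8 signals after 1% paraformaldehyde fixation; also added: QL9-charged Drosophila Ld/ICAM-1/B7-1 vesicles; control set: naked versus QL9-loaded vesicles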
Salmonella PhoP GFP: inhibitors of PhoP regulon expression, primary screen, Salmonella Typhimurium, GFP reporter (AID 1863) | S. Typhimurium PhoP-regulated promoter GFP reporter, 4 h; higher % means a stronger effect | inhibition, % at 50 µM; hits with a dose series show IC50 in µM | 0.16% of 300,000 active;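 active means inhibition over 29.93%, a cutoff 3 SD above the screen mean, later confirmed by dose response; inconclusive means inhibition over 29.93% but no dose response follow-up; inactive means inhibition at most 29.93% or unconfirmed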;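 further: 0% = low Mg2+ inducing control and 100% = high Mg2+ repressing control; strong numbers were not always called active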
b-catenin transl: modulators of beta-catenin nuclear translocation, primary screen, imaging, HeLa cells, immunofluorescence, high-content; 0.3% of 190,000 active; nuclear translocation activity, % at 5 µM;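 active means nuclear translocation activity above 50% at 5 µM, with a well cell count of 50 or more; inconclusive means wells under 50 cells across six images, flagged as toxic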;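 further: per-cell ratio of nuclear to cytoplasmic median beta-catenin stain intensity; plate controls were DMSO negative control for no effect and GSK-3 inhibitor IX positive control for full effect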
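test system = HeLa cells, endogenous beta-catenin | dosing = single 5 µM dose plus 0.02–20 µM confirmation series | times = compound treatment 24 h, 37°C, 5% CO2 | technique = beta-catenin immunofluorescence imaging with DAPI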
Myeloid diff MLP: induction of myeloid progenitor differentiation, primary screen, cell-based, flow cytometry, MLPCN library; ER-HoxA9 myeloid progenitors, lysozyme-GFP differentiation; calls only at 10 µM; 1% of 360,000 active;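 active means normalized GFP-positive differentiation at or above the plate's own cutoff, the solvent-only control mean plus 3 SD; inconclusive means no clear call, values can overlap the other calls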;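 further: cells exposed to compound for four days before flow analysis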
SV40 large T antigen: SV40 large T antigen inhibitors, biochemical (AID 1903); SV40 large T antigen ATPase/helicase inhibition assay; higher % means a stronger effect; inhibition, % at 20 µM, or IC50 in µM where a hit was titrated; 0.39% of 310,000 active; in the data active means a potency from the dose series; inconclusive means inhibition mostly from about 32% at the one dose, without a potency; inactive means the rest, 99 in 100 with inhibition below about 32%; further: strong numbers were not always called active
MgcRacGAP inhibition: MgcRacGAP GTPase-activating activity inhibitors, confirmation, biochemical, ADP Hunter fluorescence; Rac GTPase-activating protein 1 (Homo sapiens); MgcRacGAP-stimulated Rac1 GTP hydrolysis, ADP Hunter fluorescence; higher % means a stronger effect; GST-tagged Rac1 F28L mutant substrate; one-dose inhibition, % at 30 µM; IC50 in µM for titrated hits; 0.6% of 340,000 active; AID 624330, 2012;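 active means first-screen hits whose inhibition reached a set limit at any dose in the follow-up dose series; inconclusive means inhibition above the set first-screen limit but never retested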;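 further: fluorescence reports GDP produced by GAP-driven GTP hydrolysis; strong numbers were not always called active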
WT yeast gro inh mutant strain: second read-out of WT yeast gro inh, no call of its own (marks repeat the call); inhibition, %; mitochondrial fusion phenotypic screen, mutant strain inhibition
b-catenin transl cell count 5 µM: also measured in b-catenin transl; calls as there; cell count; measured here: cell count, cytotoxicity flag
T cell modulator vesicle-bound %: further read-out of T cell modulator, marked with its call; double positive events, %; measured here: CD8+ vesicle-bound cell fraction;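 binding gate set so that unloaded-vesicle control wells show 10% double positive cells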
Myeloid diff MLP GFP+ MAC1+ %: further read-out of Myeloid diff MLP, marked with its call; GFP+ MAC1+ double positive, %; measured here: differentiation confirmed by MAC1 staining
Numbers without * were called inactive; i = inactive; ? = inconclusive; . = not tested or not shown; + = active, no number.

Abbreviations – A = WT yeast gro inh; B = WT yeast gro inh mutant strain; C = West Nile virus CPE; D = RSV antiviral HEp-2; E = T cell modulator; F = T cell modulator vesicle-bound %; G = Salmonella PhoP GFP; H = b-catenin transl; I = b-catenin transl cell count 5 µM; J = Myeloid diff MLP; K = Myeloid diff MLP GFP+ MAC1+ %; L = SV40 large T antigen; M = MgcRacGAP inhibition
> COc1cccc(C(=O)Nc2c3c(nc4c2CCC4)CCCC3)c1
  A: -15	B: -15	C: -0.4%	D: 1.6%	E: i	F: 32	G: -6%	H: 2.0	I: 515	J: i	K: 0.2	L: 11%	M: 2%
> S=C(NCCCN1CCOCC1)N(Cc1ccccc1)Cc1ccccc1
  A: .	B: .	C: -0.4%	D: -0.8%	E: i	F: 60	G: 10%	H: .	I: .	J: i	K: 0.6	L: 11%	M: 6%
> Cc1occc(=O)c1OCc1c(F)cccc1Cl
  A: -19	B: 6	C: 0.9%	D: 0.3%	E: i	F: 46	G: 2%	H: -2.5	I: 1033	J: i	K: 0.3	L: 9%	M: 4%
> Cc1nnc(N2CCCC(C(=O)NCc3ccc(OC(C)C)cc3)C2)c2nn(-c3ccccc3)c(C)c12 (centres undefined)
  A: .	B: .	C: 0.6%	D: ?	E: i	F: 26	G: -4%	H: .	I: .	J: i	K: 2.1	L: 7%	M: 7%
> Cc1c(Cl)cccc1NC(=O)NCc1ccncc1
  A: -2	B: 6	C: -0.4%	D: -0.5%	E: i	F: 26	G: 0%	H: -1.2	I: 1487	J: i	K: 0.9	L: 9%	M: 4%
> C=CCNCC(=O)N1N=C(c2ccc3ccccc3c2)CC1c1ccc(OC)cc1 (centres undefined)
  A: 37	B: 37	C: 2.0%	D: 67%	E: i	F: 44	G: 9%	H: -2.1	I: 1072	J: i	K: 1.1	L: 10%	M: 7%
> CN1CCN(C(=O)CN(Cc2ccccc2)S(C)(=O)=O)CC1
  A: 5	B: 1	C: -0.4%	D: 0.0%	E: i	F: 8	G: 5%	H: .	I: .	J: i	K: 1.2	L: 8%	M: 6%
> CCOc1ccc(NC(=O)/C(=C\c2ccc(OC(C)=O)c(OC)c2)NC(C)=O)cc1
  A: -15	B: -8	C: 0.1%	D: 1.4%	E: i	F: 60	G: -18%	H: -0.5	I: 1052	J: i	K: 0.4	L: 18%	M: 19%
> CCOc1ccccc1-c1cc(C(=O)N/N=C/c2ccc3c(c2)OCO3)c2ccccc2n1
  A: 20	B: -7	C: -0.3%	D: .	E: .	F: .	G: -4%	H: -1.9	I: 1149	J: i	K: 0.8	L: -4%	M: 2%
> Cc1ccc(NC(=O)COc2ccc(/C=N\NC(=O)c3cccnc3)cc2)cc1C
  A: .	B: .	C: 0.3%	D: 2.1%	E: i	F: 14	G: -6%	H: .	I: .	J: i	K: 1.1	L: 10%	M: 4%
> Cc1ccn2c(NCc3ccccc3)c(-c3cccs3)nc2c1
  A: 6	B: 31	C: -0.2%	D: 1.0%	E: i	F: 19	G: 3%	H: -0.1	I: 1479	J: i	K: 0.9	L: 31%	M: -2%
> c1ccc(OCc2nc3ccccc3[nH]2)cc1
  A: 0	B: 14	C: -0.7%	D: 1.4%	E: i	F: 61	G: 13%	H: 0.1	I: 1008	J: i	K: 0.6	L: -1%	M: 4%
> COc1ccc(C(=O)NCCc2c[nH]c3ccccc23)cc1S(=O)(=O)N1CCCCC1C (centres undefined)
  A: .	B: .	C: .	D: 1.2%	E: i	F: 48	G: .	H: .	I: .	J: i	K: 1.6	L: .	M: 3%
> Cc1ccc(C(=O)COC(=O)c2ccc3c(c2)C(=O)N(c2cccc4ncccc24)C3=O)cc1C
  A: -8	B: 13	C: 0.1%	D: -0.2%	E: i	F: 25	G: 26%	H: 0.9	I: 1390	J: i	K: 2.6	L: 14%	M: 1%
> O=C1C2C3C=CC(CC3)C2C(=O)N1c1ccc(F)cc1 (centres undefined)
  A: .	B: .	C: 0.0%	D: 2.3%	E: i	F: 52	G: 6%	H: .	I: .	J: i	K: 0.3	L: 5%	M: 9%
> COc1ccc(CCNC(=O)COC(=O)C2CC2)cc1
  A: 16	B: -8	C: -0.3%	D: 1.3%	E: i	F: 23	G: 18%	H: -2.8	I: 1110	J: .	K: .	L: -11%	M: -1%
> COc1ccc(N2CCN(CCCNS(=O)(=O)c3c(C)noc3/C=C/N(C)C)CC2)cc1
  A: 8	B: 2	C: -0.2%	D: 3.1%	E: i	F: 39	G: 6%	H: 1.1	I: 1090	J: .	K: .	L: 32%	M: .
> COc1ccccc1C(=O)NNC(=O)c1sccc1-n1cccc1
  A: -13	B: -12	C: 0.2%	D: 0.0%	E: i	F: 10	G: 3%	H: -3.7	I: 1138	J: i	K: 0.6	L: 9%	M: 7%
> O=C(O)CSc1nc2sc3c(c2c(=O)n1Cc1ccccc1)CCCCC3
  A: .	B: .	C: -0.4%	D: ?	E: i	F: 24	G: 6%	H: .	I: .	J: i	K: 0.3	L: 26%	M: 7%
> O=[N+]([O-])c1ccc(/C=C/c2nc3ccc([N+](=O)[O-])cc3[nH]2)cc1
  A: -5	B: -1	C: .	D: 9.7%	E: i	F: 39	G: -15%	H: .	I: .	J: +	K: 2.3*	L: 8%	M: 7%
> O=C1CSC(c2c(F)cccc2Cl)N1c1cccc(F)c1 (centres undefined)
  A: 7	B: 9	C: -0.4%	D: 1.9%	E: i	F: 37	G: 5%	H: .	I: .	J: i	K: 2.3	L: 5%	M: 6%
> O=C(N/N=C/c1ccc([N+](=O)[O-])cc1)c1ccc(COc2ccccc2-c2ccccc2)cc1
  A: 8	B: -25	C: -1.0%	D: ?	E: i	F: 35	G: -2%	H: 1.9	I: 1042	J: i	K: 1.1	L: -3%	M: 10%
> CN(C)C(=O)c1ccc2c(c1)C1C3CCC(C3)C1C(c1ccccc1)N2 (centres undefined)
  A: 20	B: 19	C: 3.3%	D: 6.0%	E: i	F: 58	G: -31%	H: -0.3	I: 548	J: i	K: 0.2	L: 7%	M: -5%
> CCOc1ccccc1N1CCN(CC(O)COC2CCCc3ccccc32)CC1 (centres undefined)
  A: .	B: .	C: -1.1%	D: -0.5%	E: i	F: 44	G: 7%	H: .	I: .	J: i	K: 0.5	L: 11%	M: 3%
> CN(C(=O)c1ccc2c(c1)OCO2)C1(C(=O)NC2CCCC2)CCCCC1
  A: 3	B: 0	C: -0.4%	D: 1.4%	E: i	F: 48	G: -4%	H: -1.6	I: 1207	J: i	K: 0.8	L: 2%	M: 5%
> Cc1cc(=O)[nH]c(SC/C=C/c2ccccc2)n1
  A: -6	B: -4	C: -1.0%	D: -0.5%	E: i	F: 41	G: -18%	H: .	I: .	J: i	K: 3.0	L: 15%	M: 3%
> CSc1cccc(NS(=O)(=O)c2ccccc2)c1
  A: 1	B: -13	C: -0.4%	D: 2.0%	E: i	F: 46	G: 3%	H: -0.6	I: 998	J: i	K: 0.6	L: 1%	M: 11%
> CCOC(=O)C1CCN(Cc2ccc(OC)c(OCc3ccccc3)c2)CC1
  A: .	B: .	C: 2.1%	D: 1.6%	E: i	F: 31	G: -2%	H: .	I: .	J: i	K: 0.5	L: 11%	M: 28%
> CCOc1ccc(C(=O)N(CN2CCCC2=O)c2ccc(C)cc2)cc1
  A: -14	B: -10	C: -0.2%	D: 1.4%	E: i	F: 51	G: 6%	H: -0.6	I: 1174	J: .	K: .	L: 19%	M: .
> Cc1cc(C)cc(-n2ncc3c2CCCC3NC(=O)C2CCC2)c1 (centres undefined)
  A: .	B: .	C: -0.4%	D: 1.3%	E: i	F: 64	G: -8%	H: .	I: .	J: i	K: 5.6	L: 8%	M: 11%
> CN1CCN(C(=O)c2ccc(-c3nn(C)c(=O)c4ccccc34)cc2)CC1
  A: .	B: .	C: -0.7%	D: -0.1%	E: i	F: 2	G: .	H: .	I: .	J: i	K: 8.9	L: .	M: 0%
> Clc1cc(Cl)c2nc(N3CCOCC3)sc2c1
  A: -9	B: -8	C: -0.9%	D: 9.6%	E: i	F: 40	G: -3%	H: -0.8	I: 1206	J: i	K: 0.6	L: 7%	M: 9%
> COc1cc2c(C(=O)N(C)c3cc(Cl)ccc3OC)cn(C)c(=O)c2cc1OC
  A: .	B: .	C: 0.2%	D: 0.8%	E: i	F: 42	G: 2%	H: .	I: .	J: i	K: 0.4	L: 5%	M: 12%
> Cc1ccccc1NC(=O)CN1CCN(C(=O)c2ccco2)CC1
  A: .	B: .	C: 0.3%	D: 0.4%	E: i	F: 8	G: -5%	H: .	I: .	J: i	K: 0.6	L: 26%	M: 5%
> CCOC(=O)c1sc(NC(=O)c2cccs2)cc1C
  A: 22	B: 8	C: 0.8%	D: 1.4%	E: i	F: 48	G: 23%	H: -4.2	I: 1200	J: i	K: 0.1	L: 3%	M: 13%
> Cc1ccc(C(=O)N/C(=C\c2ccc(-c3cccc([N+](=O)[O-])c3)o2)C(=O)NC(C)(C)C)cc1
  A: 21	B: 5	C: 0.1%	D: 3.7%	E: i	F: 3	G: 11%	H: -2.4	I: 1084	J: i	K: 0.3	L: 14%	M: 8%

Complete entries from above. Order of screens: WT yeast gro inh | WT yeast gro inh mutant strain | West Nile virus CPE | RSV antiviral HEp-2 | T cell modulator | T cell modulator vesicle-bound % | Salmonella PhoP GFP | b-catenin transl | b-catenin transl cell count 5 µM | Myeloid diff MLP | Myeloid diff MLP GFP+ MAC1+ % | SV40 large T antigen | MgcRacGAP inhibition
COc1cc2c(C(=O)N(C)c3cc(Cl)ccc3OC)cn(C)c(=O)c2cc1OC is listed with . | . | 0.2% | 0.8% | i | 42 | 2% | . | . | i | 0.4 | 5% | 12%
Cc1ccc(C(=O)N/C(=C\c2ccc(-c3cccc([N+](=O)[O-])c3)o2)C(=O)NC(C)(C)C)cc1 is listed with 21 | 5 | 0.1% | 3.7% | i | 3 | 11% | -2.4 | 1084 | i | 0.3 | 14% | 8%
Cc1cc(=O)[nH]c(SC/C=C/c2ccccc2)n1 is listed with -6 | -4 | -1.0% | -0.5% | i | 41 | -18% | . | . | i | 3.0 | 15% | 3%
O=C(O)CSc1nc2sc3c(c2c(=O)n1Cc1ccccc1)CCCCC3 is listed with . | . | -0.4% | ? | i | 24 | 6% | . | . | i | 0.3 | 26% | 7%
